# BoNT F protease: blocks Botulinum neurotoxin F light chain protease. Multiplex microsphere protease cleavage assay, flow cytometry. inhibition, % at 10 µM. 0.22% of 360,000 active. AID 588497; in the data active = inhibition above about 35%, passing the limit was not always enough; inconclusive = no clear call, values can overlap the other calls; note: plate controls were buffer without enzyme for full effect and enzyme alone for no effect
# GDH-TPI inh: inhibits GDH-TPI coupling enzymes, artifact for Mtb FBA screen | GDH-TPI coupled enzyme counterscreen, NADH absorbance | inhibition, % at 4.8 µM | 1.2% of 360,000 active;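 note: 0% = DMSO wells and 100% = wells lacking the enzyme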
# Mtb UGM inh: blocks M. tuberculosis UGM enzyme; 0.06% of 320,000 active; inhibition, % at 10 µM; AID 504406; purified UGM, fluorescence polarization probe displacement; P9WIQ1; in the data active = inhibition above about 10%, passing the limit was not always enough; inconclusive = no clear call, values can overlap the other calls
# Target sequence (P9WIQ1 whole entry, looked up): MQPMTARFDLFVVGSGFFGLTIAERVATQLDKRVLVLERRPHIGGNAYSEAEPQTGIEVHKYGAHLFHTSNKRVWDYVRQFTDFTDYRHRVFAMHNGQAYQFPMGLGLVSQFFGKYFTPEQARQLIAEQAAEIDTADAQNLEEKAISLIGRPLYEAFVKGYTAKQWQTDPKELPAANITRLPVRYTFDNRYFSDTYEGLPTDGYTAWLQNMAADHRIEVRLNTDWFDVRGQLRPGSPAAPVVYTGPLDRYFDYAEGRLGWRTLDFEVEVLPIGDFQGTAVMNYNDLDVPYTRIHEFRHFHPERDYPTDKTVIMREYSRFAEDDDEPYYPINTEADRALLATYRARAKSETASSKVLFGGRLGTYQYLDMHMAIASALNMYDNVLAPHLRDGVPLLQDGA
# FBA Mtb inh: inhibits M. tuberculosis FBA enzyme | P9WQA3 | purified M. tuberculosis FBA, fluorescence read-out | inhibition, % at 1 µM | 2.3% of 360,000 active | AID 588726; in the data active = inhibition above about 27%;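 note: 0% = vehicle and 100% = reference inhibitor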
# Target sequence (P9WQA3 whole entry, looked up): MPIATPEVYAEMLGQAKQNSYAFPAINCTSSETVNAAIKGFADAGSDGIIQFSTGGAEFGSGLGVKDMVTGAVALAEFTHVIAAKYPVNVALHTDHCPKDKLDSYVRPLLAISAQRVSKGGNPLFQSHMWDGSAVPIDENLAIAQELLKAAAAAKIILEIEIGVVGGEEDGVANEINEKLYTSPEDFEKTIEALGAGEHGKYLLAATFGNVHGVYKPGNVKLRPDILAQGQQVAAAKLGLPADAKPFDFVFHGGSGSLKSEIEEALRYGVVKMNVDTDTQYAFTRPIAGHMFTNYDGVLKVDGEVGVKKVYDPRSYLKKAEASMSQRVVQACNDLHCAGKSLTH
# CCHFV vOTU inh: blocks the CCHF virus ovarian tumor domain protease | CCHFV vOTU protease, Pep-AMC fluorescence | inhibition, % at 11.5 µM | 0.55% of 370,000 active | AID 651958; note: 0% = vehicle wells with enzyme and 100% = no enzyme wells
# PrPC TRFRET: inhibitors of human cell surface prion protein PrPC. P04156. TR-FRET read-out. inhibition, % at 13.8 µM. 0.43% of 370,000 active; in the data active = inhibition above about 24%; note: 0% = median of the test wells and 100% = reference compound wells
# BoNT-A LC inh2: inhibitors of Botulinum neurotoxin A light chain protease | multiplex microsphere protease substrate cleavage, flow cytometry | AID 588499 | 0.17% of 360,000 active | inhibition, % at 10 µM; in the data active = inhibition above about 30%; inconclusive = no clear call, values can overlap the other calls; note: plate controls were buffer without enzyme for full effect and enzyme alone for no effect
# FadD28 binding: M. tuberculosis FadD28 bisubstrate binding inhibition; 0.22% of 360,000 active; inhibition, % at 12.5 µM; FadD28 bisubstrate probe binding, fluorescence polarization; in the data active = inhibition above about 8.5%, passing the limit was not always enough; inconclusive = no clear call, values can overlap the other calls
# BioA inh: BioA (M. tuberculosis) enzyme inhibition | 0.096% of 360,000 active | AID 602481 | inhibition, % at 9.99 µM | purified M. tuberculosis BioA enzyme, plate reader; in the data active = inhibition above about 40%; inconclusive = no clear call, values can overlap the other calls
# An asterisk follows results filed as active; ? = inconclusive; . = no result given; + = active, no number; & = joins results of further samples. Cut-off read from the data, not from the text of the source, unless noted: active = inhibition above about 30%; inactive = the rest.
SMILES	BioA inh	Mtb UGM inh	BoNT F protease	GDH-TPI inh	FadD28 binding	CCHFV vOTU inh	FBA Mtb inh	BoNT-A LC inh2	PrPC TRFRET
Cc1nc(CN2CCCCC2)cc(=O)[nH]1	-2.6	-0.5	0	1	-1.4	-7	0	-0.1	-3
Cc1ccc(SCc2c(C(=O)N/N=C/c3cccs3)nnn2-c2nonc2N)cc1	0.8	.	-10	14	-0.5	-6	2	-0.8	4
Clc1ccc2nc(CSc3nncn3-c3ccccc3)cn2c1	2.8	-0.6	0	1	-0.4	2	4	-0.1	5
CCN1C(=O)[C@H]2[C@@H](c3ccc(C(F)(F)F)cc3)N[C@]3(CCCN(Cc4ccc(Cl)cc4)C3=O)[C@H]2C1=O	-2.3	.	-2	0	-12	7	-1	0.2	2
Cc1ncc(CN2CCCC(C(=O)Nc3ccc(-n4ccnc4C)cc3)C2)cn1 (configuration not stated)	-3.5	0.5	5	5	-2.4	4	0	-0.8	1
CCOC(=O)CNS(=O)(=O)c1cc(-c2nnc(Nc3ccc4c(c3)OCO4)c3ccccc23)ccc1C	.	1.9	-2	9	-3.5	-4	-3	0.1	4
CC(C)c1ccc(NS(=O)(=O)c2ccc(Cl)nc2)cc1	.	.	-3	-7	-4.4	11	1	0.8	9
CC(C)(C)n1ncc2c(=O)n(CC(=O)N3CCCc4ccccc43)cnc21	-1.1	0.8	-36	5	1.2	-2	0	-2.5	4
CCN(Cc1ccncc1)C(=O)c1cc(Br)cc(Br)c1O	-3.0	0.1	0	-5	-0.7	-9	0	0.2	5
CCCNC(=O)CN1C(=O)c2ccccc2Sc2ncccc21	-1.6	1.1	-1	0	-0.6	-1	-1	2.4	-2
O=C(CCc1nc2ccccc2[nH]1)N1CCN(C(=O)c2ccco2)CC1	-1.2	1.3	-6	5	0.6	-2	2	-0.4	7
CCOC(=O)C1=C(c2ccccc2)NC(=O)NC1c1cccc(OC)c1OC (configuration not stated)	.	1.4	?	2	0.4	-5	1	2.6	10
COc1ccc(/C=N/NC(=O)CNC(=O)c2ccc(S(=O)(=O)N3CCCC3)cc2)c(OC)c1	.	-1.8	-5	16	-1.4	0	0	-0.1	-5
C[C@H](CO)N1C[C@H](C)[C@@H](CN(C)Cc2ccccc2F)Oc2ncc(Br)cc2C1=O	2.9&1.0	.	-10	3	-2.7	8	0	-0.6	0
Cc1cc(C)cc(N(C(=O)C(F)(F)F)C(C(=O)NC2CCCCC2)c2cccs2)c1 (configuration not stated)	-0.9	-1.1	4	-1	?	5	-4	0.5	1
O=C(Nc1ccc2c(c1)OCO2)c1ccc(Br)s1	0.7	0.8	-10	5	-5.6	-10	1	0.0	9
CCCCN1CN(S(=O)(=O)c2ccc(OC)cc2)c2nc3ccccc3nc21	-0.5	-1.7	-8	21	0.6	7	12	-1.0	-1
Cn1cnc(S(=O)(=O)Nc2cc(C(F)(F)F)ccc2N2CCOCC2)c1	.	1.8	?	12	-2.1	-21	1	-6.9	7
CCc1cc(=O)oc2c(C)c(OC(C)C(=O)N3CCC[C@@H]3C(=O)O)ccc12 (some centres not stated)	-0.6	0.2	-1	18	-0.1	-4	42*	0.2	-3
COc1cc(CC(=O)OCC(=O)NC2CCCC2)cc(OC)c1OC	.	.	1	-1	-3.0	5	-2	-0.5	-2
O=[n+]1c2c(n([O-])c3cc(F)ccc31)CCCC2	0.1	0.4	?	16	-2.0	-2	0	2.7	-11
O=C(CCc1ccccc1)Nc1ccc(S(=O)(=O)Nc2nccs2)cc1	-0.9	0.8	-19	7	-1.3	-1	2	-3.4	2
O=C(CN1CCOCC1)c1c[nH]c2ccccc12	0.0	2.0	10	-2	-0.1	-5	0	-0.4	-3
Cc1onc(-c2c(F)cccc2Cl)c1C(=O)c1ccccc1O	0.2	-2.5	.	26	-1.7	-7	-3	.	2
O=C(NCCc1c[nH]c2ccccc12)/C(=C\c1ccco1)NC(=O)c1ccco1	1.6	-0.8	3	10	0.5	1	-1	-0.1	-8
O=C(COC(=O)/C=C/c1ccc(Cl)cc1)NCCN1C(=O)CSC1=O	-4.9	-1.3	2	8	1.6	-8	2	0.7	-1
Cc1ccc2cc3c(NC(=O)C4CCCO4)nn(CC(C)C)c3nc2c1 (configuration not stated)	-0.4	1.5	-11	4	1.2	-18	20	0.3	-2
Cc1cc(C)cc(-n2nnnc2SCC(=O)N2CCOCC2)c1	0.5	-0.3	0	-19	-4.5	8	0	0.1	-2
CCOC(=O)C(C)Sc1nnc(CSc2nc3nc(C)cc(C)n3n2)o1 (configuration not stated)	-2.3	0.0	-6	14	0.0	-17	2	0.0	3
COc1ccc(N2CCN(C(CNC(=O)Oc3ccccc3)c3cccnc3)CC2)cc1 (configuration not stated)	.	0.4	-20	5	1.4	6	-1	-0.3	11
CCOC(=O)c1cnn(-c2nc(-c3ccccc3F)cs2)c1C(F)(F)F	-0.5	0.6	0	7	-1.6	6	1	?	0
Cc1ccccc1NC(=O)CCN1CCN(C)CC1	-2.0	0.8	18	9	-0.5	-7	1	-2.4	4
CC(C)(C)NC(=O)C12CCC(C)(c3nc4ccccc4nc31)C2(C)C (configuration not stated)	0.7	2.9	3	6	-0.5	17	3	3.4	-2
Cc1ccc(/C=N/NC(=O)c2csc3c2CCCC3)cc1	.	1.6	-6	1	-1.5	6	0	-0.5	1
Cc1ccc(S(=O)(=O)NC(CC(C)C)C(=O)Oc2ccc3c4c(c(=O)oc3c2)CCC4)cc1 (configuration not stated)	-1.2	-1.4	-8	9	0.3	-158	+	1.2	0
C=CCn1c(N2CCOCC2)nc2c1c(=O)[nH]c(=O)n2C	.	-0.5	-5	-8	-3.0	8	-2	-1.3	0
O=CNc1ccc(S(=O)(=O)NCc2ccccc2)cc1	.	0.2	1	12	0.2	-1	1	-0.6	-2
COc1cc(C(=O)NCCSc2ccc(Cl)cc2)cc(OC)c1OC	9.8	0.8	-31	-1	-3.8	-3	11	-2.8	0
Cc1ccc(C)c(NC(=O)CCC(=O)N/N=C/c2ccc[nH]2)c1	0.2	2.8	-3	13	-4.3	-9	-2	-1.2	8
CC(C)CCNC(=O)CN(C)S(=O)(=O)c1cccc2nsnc12	-1.8	-1.8	23	2	-1.9	5	-5	-0.1	-31
O=C(Cc1ccccc1)c1ccc(N2CCOCC2)cc1	.	.	6	37*	-0.2	20	6	0.2	8
CCc1ccccc1OCC(=O)Nc1nc(-c2cccnc2)cs1	0.0	0.1	-4	-5	-1.4	7	7	-0.7	5
CCC(=O)NCCc1nc2cc(NC(=O)c3ccco3)ccc2n1C	0.7	2.2	6	2	-0.5	5	-3	-0.9	0
COc1ccc(C2c3ccc(O)cc3Oc3ncn(CCN4CCOCC4)c(=N)c32)cc1 (configuration not stated)	0.0	-1.3	3	4	-1.1	2	1	0.5	-10
Cc1ccc(S(=O)(=O)/N=C(\N)Nc2nc(C)c3cc(C)ccc3n2)cc1	-0.9	-1.7	-1	-5	-4.8	3	3	-1.5	6

# Three of the compounds above, with each value named.
O=CNc1ccc(S(=O)(=O)NCc2ccccc2)cc1
- BioA inh = .
- Mtb UGM inh = 0.2
- BoNT F protease = 1
- GDH-TPI inh = 12
- FadD28 binding = 0.2
- CCHFV vOTU inh = -1
- FBA Mtb inh = 1
- BoNT-A LC inh2 = -0.6
- PrPC TRFRET = -2
COc1cc(C(=O)NCCSc2ccc(Cl)cc2)cc(OC)c1OC
- BioA inh = 9.8
- Mtb UGM inh = 0.8
- BoNT F protease = -31
- GDH-TPI inh = -1
- FadD28 binding = -3.8
- CCHFV vOTU inh = -3
- FBA Mtb inh = 11
- BoNT-A LC inh2 = -2.8
- PrPC TRFRET = 0
Cc1ccc(C)c(NC(=O)CCC(=O)N/N=C/c2ccc[nH]2)c1
- BioA inh = 0.2
- Mtb UGM inh = 2.8
- BoNT F protease = -3
- GDH-TPI inh = 13
- FadD28 binding = -4.3
- CCHFV vOTU inh = -9
- FBA Mtb inh = -2
- BoNT-A LC inh2 = -1.2
- PrPC TRFRET = 8

# The results go on.
SMILES	BioA inh	Mtb UGM inh	BoNT F protease	GDH-TPI inh	FadD28 binding	CCHFV vOTU inh	FBA Mtb inh	BoNT-A LC inh2	PrPC TRFRET
O=C(NCCCN1CCOCC1)c1ccc2nc(Cc3ccccc3F)oc2c1	0.0	1.6	3	7	-3.7	-6	-1	-1.3	-1
Cc1ccc2c(COC(=O)C3CSC4(C)CCC(=O)N34)cc(=O)oc2c1C (configuration not stated)	-0.9	-0.2	-1	0	.	5	2	-1.7	-1
O=c1c2cc(NC(=S)NC3CCCC3)ccc2nc2n1CCCCC2	-1.0	0.9	-1	4	1.1	2	5	-0.8	7
Cc1nn(C)cc1/C=N/NC(=O)Cn1nnc(N)n1	0.5	-2.0	6	5	1.6	-13	2	-2.4	8
CC1CN(C(=O)COC(=O)CSc2ccc(C(N)=O)cc2[N+](=O)[O-])CC(C)O1 (configuration not stated)	.	-3.1	2	16	-0.9	5	0	-2.7	-25
CCOC(=O)CNC(=O)Cn1cnc2sc(C)c(S(=O)(=O)N3CCOCC3)c2c1=O	-1.3	2.9	2	7	.	-9	-1	1.5	0
CCc1ccc(S(=O)(=O)Nc2cc(SCC(=O)O)c(O)c3ccccc23)cc1	.	0.8	2	8	1.1	114*	2	-0.6	-14
O=C(Nc1ccc(Oc2ccccc2)cc1)N[C@@H](Cc1ccccc1)C(=O)O	.	1.3	11	5	-4.3	-1	2	3.1	-9
CC(Nc1ccccc1)C(=O)Nc1ccc(F)cc1 (configuration not stated)	-1.8	2.2	-18	1	-0.7	-2	1	2.5	5
Cc1nc(-c2ccccc2)ccc1C(=O)O	.	3.5	-2	0	1.2	-5	1	-1.6	-1
O=C(c1ccc([N+](=O)[O-])cc1)N(c1ccccn1)c1ccccn1	.	-1.2	-1	-5	-5.2	-6	0	-0.1	-27
COc1cc(C(=O)NCc2nnc(SCC(=O)Nc3nccs3)o2)cc(OC)c1OC	.	2.5	-3	10	-0.5	-2	-2	-0.6	7
O=C(NCc1ccco1)c1ccc2c(=O)n(-c3ccccc3)c(=O)n(Cc3cccc(F)c3)c2c1	-0.8	-1.3	-1	23	0.7	1	5	-0.3	-3
C#CCCOC(=O)N1C2=NC(C(=O)OC)=C(C(=O)OC)[C@@H]3N(Cc4ccccc4)c4ccccc4[C@]23C[C@H]1C(=O)OC	-0.4	0.2	-3	3	-1.6	.	-1	-0.7	.
CCCC(=O)Nc1cc(-c2nn(C)c(=O)c3ccccc23)ccc1N1CCCCC1	0.3	-2.0	-1	8	-0.3	-16	2	-2.1	2
OCC[C@@H]1C[C@H](O)[C@@H](O)[C@]2(OCc3ccccc32)O1	-1.4	0.6	3	3	1.3	1	2	-0.1	-2
Cc1n[nH]c(C)c1CCCCOc1ccccc1[N+](=O)[O-]	-0.1	-0.3	2	2	-0.9	6	2	0.1	20
Cc1ccccc1Nc1nc(Cl)nc(NC(C)(C)C)n1	0.9	.	5	2	-0.8	0	-2	-0.2	5
Cn1c(CN2CCCC2)nc2cc(NC(=O)c3cccs3)ccc21	.	-0.3	-20	10	-1.2	-4	-1	2.3	2
Cc1ccc(NC(=O)Cn2nc(C(=O)O)c3ccccc3c2=O)cc1S(=O)(=O)N1CCCCCC1	-0.3	.	-7	11	2.1	-4	3	-2.1	2
COc1ccc(-c2cc(C(=O)NCc3ccco3)c3ccccc3n2)cc1OC	2.0	4.6	2	13	-3.6	-6	-2	0.5	-4
CC(CCc1ccccc1)OS(N)(=O)=O (configuration not stated)	-1.3	-1.7	2	0	-2.6	6	-2	-0.4	-1
O=C(NCc1ccco1)c1ccc(Cn2c(=O)c3ccccc3n(Cc3cccc(Cl)c3)c2=O)cc1	-1.0	-1.4	-8	-1	-0.7	4	2	-3.3	8
Cc1ccc(Cl)c2c1NC(=O)C2(O)CC(=O)c1ccc(F)cc1 (configuration not stated)	2.0	2.2	-3	3	-7.2	-1	1	-0.1	-24
O=C(Cc1ccc(Br)cc1)Nc1cccc(Cl)c1	.	0.4	-3	7	-1.6	-1	-3	-0.1	1
CCC1CCC2(CC1)NC(=O)N(CC(=O)Nc1cccc(S(=O)(=O)N(C)c3ccccc3)c1)C2=O (configuration not stated)	-5.0	-0.4	-1	12	-0.1	10	3	0.2	7

# Assay outcomes from PubChem.
